mcGAS RapidFire = inhibitors of Mus musculus cyclic GMP-AMP synthase, initial high-throughput assay, cell-free, RapidFire MS | Q8C6L5 | recombinant mouse cGAS, cGAMP by RapidFire MS | inhibition, % at 12.5 µM | 130,000 compounds, 0.18% hits | AID 1259397, 2018;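 active means inhibition of cGAS enzyme activity at or above 60%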;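 further: enzyme stimulated by 45 bp dsDNA with ATP and GTP substrates; cGAMP share of summed cGAMP plus half ATP and half GTP signals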
Target sequence (Q8C6L5 whole entry, looked up): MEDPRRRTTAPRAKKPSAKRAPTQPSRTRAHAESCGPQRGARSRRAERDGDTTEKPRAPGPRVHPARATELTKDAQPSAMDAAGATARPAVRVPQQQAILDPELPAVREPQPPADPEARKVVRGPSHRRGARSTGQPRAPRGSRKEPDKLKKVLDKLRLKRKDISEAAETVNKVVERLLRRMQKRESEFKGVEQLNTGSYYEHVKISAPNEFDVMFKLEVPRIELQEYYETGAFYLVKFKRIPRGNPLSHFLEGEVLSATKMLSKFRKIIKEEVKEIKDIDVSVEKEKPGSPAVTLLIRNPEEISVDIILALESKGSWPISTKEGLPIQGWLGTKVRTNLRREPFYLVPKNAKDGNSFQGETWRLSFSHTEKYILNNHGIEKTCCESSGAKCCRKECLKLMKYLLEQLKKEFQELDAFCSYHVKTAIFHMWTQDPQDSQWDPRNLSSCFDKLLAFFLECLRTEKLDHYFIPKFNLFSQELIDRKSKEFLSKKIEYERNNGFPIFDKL
An asterisk follows results filed as active; & = joins results of further samples. A portion of the library; count on the stated rates, not on these rows.

How did Cc1cnn(CC2CCN(S(=O)(=O)NCc3ccccc3)CC2)c1 do in these assays?
mcGAS RapidFire: -11

Results for CCCCNS(=O)(=O)c1ccc2c(c1)nc(CCC)n2CCCC ?
mcGAS RapidFire: -14

How did Cc1cc(C)c(C2NCCCn3cccc32)cc1C (centres undefined) do in these assays?
mcGAS RapidFire: -5

What do the screens show for `COCCNC(=O)Cn1cnc2scc(-c3ccc(OC)cc3)c2c1=O`?
mcGAS RapidFire: 3

Results for COc1cc(/C=C/[C@@H]2C[C@H]3CN(Cc4cccc(Cl)c4)C(=O)[C@]34CCCN24)ccc1O ?
mcGAS RapidFire: -16

Results for Cc1nnsc1CN(C)C(=O)c1ncn[nH]1 ?
mcGAS RapidFire: -3

What do the screens show for `Cn1nc(Oc2nc(N3CCOCC3)nc(N3CCOCC3)n2)ccc1=O`?
mcGAS RapidFire: 10

How did CCOc1ccc(Cl)c(C(=O)Nc2nc(CC)c(C)s2)n1 do in these assays?
mcGAS RapidFire: -18

How did COc1ccc(-c2cc(=O)n(CC(=O)Nc3cccnc3)cn2)cc1 do in these assays?
mcGAS RapidFire: -3

How did CCOC(=O)c1nn(-c2ccc(F)cc2)c(=O)cc1N1CCN(c2ccccc2Cl)CC1 do in these assays?
mcGAS RapidFire: -3

Results for CCCc1cc(=O)n2[nH]c(C)c(-c3ccccc3)c2n1 ?
mcGAS RapidFire: -1

How did CC(C)c1ccc(NC2CCCN(C(=O)c3cc(C(C)C)nc(N)n3)C2)cc1 (centres undefined) do in these assays?
mcGAS RapidFire: -4&-4

Results for Cc1ccccc1NC(=O)CCNC(=O)COc1c(C)ccc(C)c1C ?
mcGAS RapidFire: -20

What do the screens show for `Cn1c(=O)[nH]c(=O)c2c1nc(N1CCC(Cc3ccccc3)CC1)n2Cc1ccccc1`?
mcGAS RapidFire: -5

What do the screens show for `O=C(Cc1cccc(F)c1)NC1CC(=O)N(Cc2ccc(F)cc2)C1` (centres undefined)?
mcGAS RapidFire: -5

Results for c1ccc2nc(Cn3cnnc3)ccc2c1 ?
mcGAS RapidFire: -6

How did COc1ccc(CCN2CC(Nc3cnc4ccccc4n3)CC2=O)cc1 (centres undefined) do in these assays?
mcGAS RapidFire: -13

What do the screens show for `CCOC(C)C(=O)Nc1[nH]ncc1C(=O)NCc1ccc(OC)cc1` (centres undefined)?
mcGAS RapidFire: 2

What do the screens show for `OCc1ccc(CN2CCC(Oc3ccc(Cl)cc3)CC2)o1`?
mcGAS RapidFire: -7

Results for CC(C)c1nnsc1CNC(=O)C1CCCN(C(=O)N(C)C)C1 (centres undefined) ?
mcGAS RapidFire: -18

Grouped by structure: the compounds so far containing an aryl methoxy group (five)
What do the screens show for `COCCNC(=O)Cn1cnc2scc(-c3ccc(OC)cc3)c2c1=O`?
mcGAS RapidFire: 3

Results for COc1cc(/C=C/[C@@H]2C[C@H]3CN(Cc4cccc(Cl)c4)C(=O)[C@]34CCCN24)ccc1O ?
mcGAS RapidFire: -16

How did COc1ccc(-c2cc(=O)n(CC(=O)Nc3cccnc3)cn2)cc1 do in these assays?
mcGAS RapidFire: -3

How did COc1ccc(CCN2CC(Nc3cnc4ccccc4n3)CC2=O)cc1 (centres undefined) do in these assays?
mcGAS RapidFire: -13

What do the screens show for `CCOC(C)C(=O)Nc1[nH]ncc1C(=O)NCc1ccc(OC)cc1` (centres undefined)?
mcGAS RapidFire: 2

(next part)
What do the screens show for `O=S(=O)(CCSc1ccccn1)c1nc2ccccc2s1`?
mcGAS RapidFire: 13

How did CCOc1cc(C2Nc3ccccc3C(=O)N2C)cc(Cl)c1OC (centres undefined) do in these assays?
mcGAS RapidFire: 2

Results for Cc1nc(C(C)NC(=O)CCC2CCCC2)n[nH]1 (centres undefined) ?
mcGAS RapidFire: -7

What do the screens show for `O=C(c1ccc(-n2cccc2)cc1)N1CCC2(C=Cc3ccccc32)CC1`?
mcGAS RapidFire: -3

What do the screens show for `CN(C)S(=O)(=O)c1ccc(Cl)c(C(=O)N=c2sccn2C)c1`?
mcGAS RapidFire: 1

How did Fc1ccc(Nc2nnnc3c2cnn3-c2ccccc2)c(F)c1 do in these assays?
mcGAS RapidFire: -4

What do the screens show for `CNC(=O)NC(=O)COC(=O)c1oc2ccc(Br)cc2c1C`?
mcGAS RapidFire: 2

Results for O=C(Nc1ccccc1C(=O)N=Nc1c(O)[nH]c2ccccc12)c1ccccc1 ?
mcGAS RapidFire: 0

How did CCOC(=O)c1nn(-c2ccccc2C)c(=O)cc1OS(=O)(=O)c1ccc(Cl)s1 do in these assays?
mcGAS RapidFire: 0

How did O=C(O)Cc1csc(SCc2ccccc2)n1 do in these assays?
mcGAS RapidFire: -2

Pulled by compound from the entries so far (3):
What do the screens show for `CNC(=O)NC(=O)COC(=O)c1oc2ccc(Br)cc2c1C`?
mcGAS RapidFire: 2

How did Fc1ccc(Nc2nnnc3c2cnn3-c2ccccc2)c(F)c1 do in these assays?
mcGAS RapidFire: -4

Results for Cc1nc(C(C)NC(=O)CCC2CCCC2)n[nH]1 (centres undefined) ?
mcGAS RapidFire: -7

The listing picks up, repeating the three entries before the break.
Results for O=C(Nc1ccccc1C(=O)N=Nc1c(O)[nH]c2ccccc12)c1ccccc1 ?
mcGAS RapidFire: 0

How did CCOC(=O)c1nn(-c2ccccc2C)c(=O)cc1OS(=O)(=O)c1ccc(Cl)s1 do in these assays?
mcGAS RapidFire: 0

How did O=C(O)Cc1csc(SCc2ccccc2)n1 do in these assays?
mcGAS RapidFire: -2

What do the screens show for `CCCc1cc(C(=O)N2CCC3(CCCN(Cc4ccc(F)cc4)C3)C2)n[nH]1` (centres undefined)?
mcGAS RapidFire: -12

How did C=CCn1cc([C@@H]2C[C@H](NC(C)=O)C[C@H](c3cc(F)cc(F)c3)O2)cn1 do in these assays?
mcGAS RapidFire: 15

How did NC(=S)NN=Cc1c[nH]c2ccccc12 do in these assays?
mcGAS RapidFire: -2

How did Cc1ccc(CNC(=O)c2ccccc2C(F)(F)F)cn1 do in these assays?
mcGAS RapidFire: -2

Results for CN(Cc1ccc2nsnc2c1)C(=O)c1ccccc1-n1cncn1 ?
mcGAS RapidFire: 1

What do the screens show for `Cc1ccc(CC2(NC(=O)c3ccoc3C)CC2)cc1`?
mcGAS RapidFire: -28

How did COc1cccc(COc2coc(C(=O)NC3CC3)cc2=O)c1 do in these assays?
mcGAS RapidFire: 2

How did CSCCC1NC(=S)N(CCNC(=O)c2ccc(C)c(F)c2)C1=O (centres undefined) do in these assays?
mcGAS RapidFire: -8

Results for CC(=O)C(C)n1c(=O)c2c(nc3n(CCc4ccccc4)c(C)c(C)n23)n(C)c1=O (centres undefined) ?
mcGAS RapidFire: -6

Results for COC(=O)CN1C(=O)CNC12CCN(C(=O)c1ccc(-n3cccc3)nc1)CC2 ?
mcGAS RapidFire: -1

What do the screens show for `COc1ccc(F)cc1-c1nccn1CC(OC)c1cccs1` (centres undefined)?
mcGAS RapidFire: 6

What do the screens show for `COc1ccnc(C(=O)NC2(c3noc(C4CCCO4)n3)CCCCCC2)c1` (centres undefined)?
mcGAS RapidFire: -4

How did CCCc1noc2ncc(C(=O)NC3CCN(C)C3)cc12 (centres undefined) do in these assays?
mcGAS RapidFire: 10

What do the screens show for `CN(C)C1CCCCC1NS(=O)(=O)c1ccccc1` (centres undefined)?
mcGAS RapidFire: -24

What do the screens show for `Cc1ccnn1-c1ccc(C(=O)N(C)CC(N)=O)cc1`?
mcGAS RapidFire: -20

What do the screens show for `OCC1(Cc2ccccc2Cl)CCN(C2CCN(c3ccccc3)CC2)CC1`?
mcGAS RapidFire: -7

Results for O=C(NC1CC1)C1CCN(c2ccc3ccccc3c2)C1=O (centres undefined) ?
mcGAS RapidFire: -12

Results for N#CCCN(CC(=O)Nc1ccc(C(F)(F)F)cc1)c1ccccc1 ?
mcGAS RapidFire: 0

What do the screens show for `CCn1c(=O)c2c(nc3n2CCN3c2ccc(C)c(C)c2)n(C)c1=O`?
mcGAS RapidFire: -2

How did CC(C)(CO)NCc1cccc(Oc2ncccn2)c1 do in these assays?
mcGAS RapidFire: -30

Results for CC1ON=C(c2ccccc2F)NC1=O (centres undefined) ?
mcGAS RapidFire: 12

What do the screens show for `CCCNC(=O)c1cccc(NCC(=O)Nc2ccc(C)c(C)c2)c1`?
mcGAS RapidFire: -1

How did CC(=O)c1ccc(S(C)(=O)=O)c(N(C)Cc2cccs2)c1 do in these assays?
mcGAS RapidFire: -8

What do the screens show for `CC(C)CNc1ccc2c(n1)C(=O)N([C@H](C)C(=O)NCCN(C)C)C2`?
mcGAS RapidFire: 4

What do the screens show for `CC1CN(C(=O)c2cc(-c3ccccc3Cl)n[nH]2)C(C)CO1` (centres undefined)?
mcGAS RapidFire: -2

How did CNC(=O)c1ccccc1NC(=O)c1nc(Cl)c(Cl)c(Cl)c1Cl do in these assays?
mcGAS RapidFire: -14

What do the screens show for `O=S(=O)(c1cccc(Cl)c1Cl)N1CCCC2(CCNC2)C1` (centres undefined)?
mcGAS RapidFire: -8

Results for CC(C)NS(=O)(=O)c1cc(C(=O)O)cc(-c2ccc(CN(C)C)cc2)c1 ?
mcGAS RapidFire: -5

Results for O=[N+]([O-])c1c(NCc2ccccc2)cc(N2CCOCC2)c2nonc12 ?
mcGAS RapidFire: 3

How did COc1cccc(CC2(CO)CCN(C(=O)c3cc4cc(F)ccc4[nH]3)CC2)c1 do in these assays?
mcGAS RapidFire: -33

How did Cn1nc(C(=O)Nc2cc(-c3c(F)cccc3F)[nH]n2)ccc1=O do in these assays?
mcGAS RapidFire: 5

How did CC(NC(=O)NC(C)c1ccncc1)C(=O)N1CCCCC1C (centres undefined) do in these assays?
mcGAS RapidFire: -5

Results for CC(=O)N1CCN(CC(=O)c2cc(C)n(-c3ccccc3)c2C)CC1 ?
mcGAS RapidFire: 2

What do the screens show for `O=c1ccc2cc(S(=O)(=O)Nc3ccccc3F)ccc2o1`?
mcGAS RapidFire: 8

Results for N#Cc1ccc(N2CCC(C(=O)NC(c3ccccc3)c3ccccc3)CC2)nc1 ?
mcGAS RapidFire: -6

Results for CCN(Cc1nc(Cc2ccccc2)no1)C1CCCCC1 ?
mcGAS RapidFire: -11

What do the screens show for `COC(=O)c1ccc(CC2(C)C(=O)Nc3ccc(-c4cccc(C(F)(F)F)c4)cc32)o1` (centres undefined)?
mcGAS RapidFire: -8

How did Cc1ccc(NS(=O)(=O)c2sc(C)nc2C)nc1 do in these assays?
mcGAS RapidFire: -11

How did CCOC(=O)C1(Cc2cccc(OC)c2)CCN(CC2CC=CCC2)CC1 (centres undefined) do in these assays?
mcGAS RapidFire: -9

How did Cc1cc(C)c(OCC(=O)Nc2nnn(C)n2)c(Br)c1 do in these assays?
mcGAS RapidFire: -11

Results for Cc1ncsc1COC(=O)CN1CCCOC1=O ?
mcGAS RapidFire: -5

How did CC(C)C(NC(=O)c1cccc2c1OCC2)c1nnc2n1CCNCC2 (centres undefined) do in these assays?
mcGAS RapidFire: -27

Results for CC(=O)Nc1cccc(-c2cccc(-n3cnnc3)c2)c1 ?
mcGAS RapidFire: -19

What do the screens show for `COC1(OC)N=C(N)C2(C#N)C(c3cccc(F)c3)C12C#N` (centres undefined)?
mcGAS RapidFire: 7

How did Cc1cccc(N2CCC(NC(=O)CCn3nnnc3CN3CCOCC3)CC2)c1 do in these assays?
mcGAS RapidFire: -6

What do the screens show for `N=C1C(=P(c2ccccc2)(c2ccccc2)c2ccccc2)C(=O)CN1Cc1ccccc1`?
mcGAS RapidFire: -16

What do the screens show for `COc1ccc(C=CC(=O)Nc2nnc(C3CC3)s2)c(OC)c1`?
mcGAS RapidFire: -9

How did CCn1c(SCC(=O)Nc2cc(C)nn2C)nnc1-c1ccco1 do in these assays?
mcGAS RapidFire: -12

Results for Cc1nonc1CN(C)C(=O)CC1C(=O)NCCN1CCCc1ccccc1 (centres undefined) ?
mcGAS RapidFire: -5

What do the screens show for `CNC(=O)NC(=O)C(C)NC1C2CC3CC(C2)CC1C3` (centres undefined)?
mcGAS RapidFire: -25

How did Cc1nc(CS(=O)(=O)CCCC(=O)N(C)C)sc1C do in these assays?
mcGAS RapidFire: 2

How did CCOC(=O)/C(C#N)=C1/Sc2ccccc2N1C do in these assays?
mcGAS RapidFire: -8

Results for COc1ccnc(NCC(C)(C)N2CC(C)OC(C)C2)n1 (centres undefined) ?
mcGAS RapidFire: 2

What do the screens show for `CCn1c(C2CCCN(C(=O)c3nc4ccccc4s3)C2)nn(C)c1=O` (centres undefined)?
mcGAS RapidFire: -9

Results for Cc1cc(C)c(C(=O)NCCC2CN(CC(C)C)CCO2)c(=O)[nH]1 (centres undefined) ?
mcGAS RapidFire: -9

Results for CCCCOCc1n[nH]c(Cc2ccccc2)n1 ?
mcGAS RapidFire: -11

Results for Brc1ccccc1-c1nnc(SCc2ncc(-c3ccccc3)o2)o1 ?
mcGAS RapidFire: 0

Results for O=C(O)c1sc(Br)c(I)c1I ?
mcGAS RapidFire: 78*

What do the screens show for `CC/C(=N\NC(=O)C1(C)CC1(Br)Br)C12CC3CC(CC(C3)C1)C2` (centres undefined)?
mcGAS RapidFire: -2

How did O=C(c1cccs1)N1CCCC(OCc2cccc([N+](=O)[O-])c2)C1 (centres undefined) do in these assays?
mcGAS RapidFire: -1

What do the screens show for `COc1cc(S(=O)(=O)N2CCN(C)CC2)c(OC)cc1Cl`?
mcGAS RapidFire: -4

How did CCC(=O)N1CCCCC1C(=O)N1CCC(OCC(N)=O)C1 (centres undefined) do in these assays?
mcGAS RapidFire: -3

Results for O=C(NCc1cccnc1)c1cccnc1Nc1cccc(C(F)(F)F)c1 ?
mcGAS RapidFire: 5

Results for OC[C@H]1CCN(Cc2cccc(-c3ccccn3)c2)C[C@@H]1O ?
mcGAS RapidFire: -17

What do the screens show for `COC(=O)CC(NC(=O)C1CCCN(S(=O)(=O)c2ccc(F)cc2)C1)c1ccccc1` (centres undefined)?
mcGAS RapidFire: 9

How did CCc1ncc(CN2CCOC(Cc3ccccc3)C2)cn1 (centres undefined) do in these assays?
mcGAS RapidFire: -11

What do the screens show for `O=C1NCC2(CCCN(Cc3cccc(-c4ccccc4)c3)CC2)O1` (centres undefined)?
mcGAS RapidFire: -7

How did Cc1ncsc1CCC(=O)NCc1ccccc1-n1ccnc1C do in these assays?
mcGAS RapidFire: -16

Compound activity deposited in PubChem BioAssay by Fisher Drug Discovery Resource Center.
